SUMO1 PPI mod: alters human SUMO1 binding to SIM partners; P63165; SUMO1 binding to a labelled peptide, TR-FRET, 1 h; inhibition, % at 20 µM; 360,000 tested, 0.33% active; AID 602429; in the data active = inhibition above about 37%
Target sequence (P63165 whole entry, looked up): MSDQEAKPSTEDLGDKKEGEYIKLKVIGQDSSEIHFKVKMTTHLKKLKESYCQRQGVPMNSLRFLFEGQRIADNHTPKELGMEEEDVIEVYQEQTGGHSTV
STEP block: STEP (human) phosphatase inhibition; recombinant STEP, OMFP fluorogenic substrate, fluorescence; P54829; 360,000 tested, 0.25% active; inhibition, % at 20 µM;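 active = inhibition at 20 µM, scaled per plate between control wells, above about 37%, limit read from the data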;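 note: 0% = DMSO with enzyme and substrate and 100% = substrate only without enzyme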
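System: STEP (striatal-enriched tyrosine phosphatase) enzyme, cell-free; medium: Bis-Tris pH 6.0 buffer with DTT, detergent; dosing: 20 µM, 1% DMSO; times: reaction 20 min, ambient temperature; detection: fluorescence, 480/540 nm; read-out basis: normalized % inhibition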
CendR NRP1 mod: alters CendR peptide binding to human NRP-1; AID 602438; FAM-RPARPAR peptide binding to NRP-1, fluorescence polarization; O14786; inhibition, % at 25 µM; 360,000 tested, 0.85% active;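 active = inhibition or corrected inhibition above about 18%, plus a signal ratio from 0.5 to 1.5, limit read from the data, passing the limit was not always enough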; note: strong numbers were not always called active
Target sequence (O14786 whole entry, looked up): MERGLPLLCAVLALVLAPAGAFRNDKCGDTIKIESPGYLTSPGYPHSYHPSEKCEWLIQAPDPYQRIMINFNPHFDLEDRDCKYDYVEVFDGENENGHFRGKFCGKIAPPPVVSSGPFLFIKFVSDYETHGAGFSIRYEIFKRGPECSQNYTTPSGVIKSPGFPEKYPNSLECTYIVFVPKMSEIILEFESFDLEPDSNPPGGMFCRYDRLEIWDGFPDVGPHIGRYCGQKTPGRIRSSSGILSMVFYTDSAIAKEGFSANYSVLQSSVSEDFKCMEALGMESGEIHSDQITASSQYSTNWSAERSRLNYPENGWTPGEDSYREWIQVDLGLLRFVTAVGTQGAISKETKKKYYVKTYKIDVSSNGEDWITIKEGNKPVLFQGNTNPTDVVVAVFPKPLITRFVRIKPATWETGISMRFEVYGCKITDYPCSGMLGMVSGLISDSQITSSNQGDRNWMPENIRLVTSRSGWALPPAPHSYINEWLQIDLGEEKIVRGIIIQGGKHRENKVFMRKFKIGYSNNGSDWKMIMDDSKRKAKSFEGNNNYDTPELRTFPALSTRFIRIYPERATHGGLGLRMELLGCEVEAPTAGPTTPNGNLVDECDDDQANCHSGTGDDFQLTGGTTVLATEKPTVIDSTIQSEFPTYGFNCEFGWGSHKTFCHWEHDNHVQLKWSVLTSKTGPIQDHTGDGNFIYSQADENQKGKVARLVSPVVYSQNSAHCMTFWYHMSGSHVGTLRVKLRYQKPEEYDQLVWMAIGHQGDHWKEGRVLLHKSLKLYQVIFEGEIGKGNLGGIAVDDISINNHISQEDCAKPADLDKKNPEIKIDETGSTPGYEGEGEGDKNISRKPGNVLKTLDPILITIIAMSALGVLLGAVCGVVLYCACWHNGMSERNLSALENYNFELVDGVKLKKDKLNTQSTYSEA
DNMT1 inh: DNMT1 (human) enzyme inhibition | inhibition (reported as % activation of signal), % at 10 µM | DNMT1 molecular beacon, Hinp1I cleavage, fluorescence | AID 588458 | 360,000 tested, 0.83% active; in the data active = inhibition above about 50%
MsrA act: activates bovine MsrA enzyme; purified bovine MsrA, absorbance read-out; activation, % at 10.6 µM; 360,000 tested, 0.3% active; AID 602163; in the data active = activation above about 7.5%;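 note: 0% = vehicle and 100% = reference activator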
LMPTP inh: blocks human LMPTP phosphatase. P24666. recombinant LMPTP-A, OMFP fluorogenic substrate, fluorescence intensity. inhibition, % at 20 µM. 360,000 tested, 0.22% active. AID 651560;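 active = compounds that cut the enzyme signal by at least half of the control window in the single-dose screen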;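 note: plate controls were DMSO wells with enzyme plus substrate for no effect and substrate without enzyme for full effect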
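Test system: LMPTP-A phosphatase enzyme; input: 0.625 nM LMPTP-A final; reagent: OMFP substrate, 400 µM final; compound dosing: 20 µM single dose, 3% DMSO; incubation: 50 min dark incubation at room temperature; measured by: endpoint fluorescence intensity from OMFP dephosphorylation; measure: % inhibition relative to no-enzyme and uninhibited control wells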
Tb MetRS inh: blocks T. brucei methionyl-tRNA synthetase activity. purified T. brucei MetRS, ATP depletion, Kinase-Glo luminescence. inhibition, % at 11.9 µM. 360,000 tested, 0.4% active. AID 624268;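 active = inhibition above a per-plate cutoff of the control wells' mean inhibition plus 3 SD, cut at about 5.5% in these data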;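 note: 0% = DMSO wells median and 100% = median of wells with control inhibitor compound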
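Test system – parasite MetRS enzyme · Reagent – substrates ATP, L-methionine and bulk Escherichia coli tRNA · Doses – 11.9 µM compound single dose, 0.9% DMSO · Times – 15 min enzyme-compound preincubation, 2 h reaction, 10 min detection, 25 °C · Signal – Kinase-Glo luminescence, ATP depletion format · Controls – DMSO-only wells as low control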
MsrA inhibitor: inhibitors of bovine MsrA; purified bovine MsrA, absorbance read-out; inhibition, % at 15.5 µM; 360,000 tested, 0.75% active; AID 651718; in the data active = inhibition above about 4.5%;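 note: 0% = vehicle wells with enzyme and 100% = reference inhibitor wells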
Scp1 inh: Scp-1 (human) phosphatase inhibition | Recombinant Scp1, phosphopeptide, malachite green phosphate absorbance | inhibition, % at 20 µM | 340,000 tested, 0.88% active;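 active = inhibition above about 50% at 20 µM, limit read from the data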;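 note: plate controls were DMSO wells with enzyme for no effect and wells lacking enzyme for full effect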
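Test system: SCP-1 phosphatase catalytic domain, residues 76-261; measured by: colorimetric phosphate reagent with accelerator and stabiliser, absorbance at 630 nm; timing: enzyme reaction 45 min at room temperature, colour 5 min, stabilisation 30 min; also added: Phosphorylated 17-residue peptide substrate; compound dosing: one concentration, 20 µM, with 1.0% DMSO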
E coli Lon inh: inhibits E. coli Lon protease; AID 602123; 360,000 tested, 0.42% active; inhibition, % at 7.94 µM; purified E. coli Lon protease, fluorescence polarization; in the data active = inhibition above about 13%, passing the limit was not always enough;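 note: 0% = enzyme with probe and DMSO and 100% = no enzyme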
Starred values were filed as active, the others as inactive; nt = not tested or not shown.

SMILES	SUMO1 PPI mod	STEP block	CendR NRP1 mod	DNMT1 inh	MsrA act	LMPTP inh	Tb MetRS inh	MsrA inhibitor	Scp1 inh	E coli Lon inh
Cc1nn(Cc2ccc(C(=O)n3cccn3)o2)c(C)c1Br	0	2	9	5	0	0.0	0.0	-0.6	0	8
CC(OC(=O)c1ccc(S(=O)(=O)NCc2ccco2)cc1)C(=O)Nc1ncc(Cl)cc1Cl (centres undefined)	0	0	-8	11	1	-2.6	0.3	-1.6	15	-4
Cc1ccc(NC(=O)CSc2ccccc2)cc1S(=O)(=O)N1CCCCC1	-1	-3	5	-8	-2	0.6	0.1	0.3	-8	-16
CN(C(=O)CSc1nnc(-c2ccc(C(C)(C)C)cc2)n1C)C1CCS(=O)(=O)C1 (centres undefined)	-6	0	7	5	2	-1.5	-0.2	-0.5	1	-10
COc1ccc(-c2c3c(=O)n(C)c(=O)n(C)c3cn2N2CCOCC2)cc1	-6	0	1	-3	-4	-0.7	-1.0	1.1	7	2
O=S(=O)(Nc1cc(S(=O)(=O)N2CCOCC2)ccc1NCC1CCCO1)c1ccccc1F (centres undefined)	2	-1	18	2	-4	-1.1	-0.1	-0.4	-15	-12
COCc1cc(=O)n2[nH]cc(-c3ccsc3)c2n1	2	-2	10	0	1	-2.8	-0.3	1.2	-15	2
O=C1C2C(c3ccccc3)CC=CC2[C@H](c2ccoc2)N1Cc1ccccc1 (some centres undefined)	6	0	-9	4	-9	-0.5	-0.4	0.0	-4	-6
COc1ccc(-c2n[nH]c(=S)n2-c2ccc(C)cc2C)cc1	1	0	-9	-8	1	-0.9	0.0	-0.1	1	-1
COc1ccc(C2N(c3cc(Cl)ccc3OC)C(=O)C3CCCN32)cc1 (centres undefined)	-1	-1	2	-2	-2	0.1	0.0	0.7	0	2
CCOC(=O)c1cnc2c(Cl)cccc2c1NCCN1CCOCC1	2	2	-1	11	-4	-1.9	-0.6	0.3	-16	0
Nc1ccc(CCc2ccccn2)cc1	0	-2	-13	1	-1	-0.7	-0.2	0.0	1	-7
CCOc1cc(N2CCOCC2)c(OCC)cc1NC(=O)[C@H](C)N1C(=O)C2CC=CCC2C1=O (some centres undefined)	2	-2	-11	3	-2	-1.2	-0.1	-0.5	-1	2
O=C(CN1C(=O)NC(Cc2c[nH]c3ccccc23)C1=O)Nc1ccccc1C(F)(F)F (centres undefined)	-1	-1	-7	0	0	0.4	-0.8	-0.5	-1	-7
NC(=S)n1[nH]c(-c2ccc([N+](=O)[O-])cc2)c(N=Nc2ccccc2[N+](=O)[O-])c1=O	5	7	-7	85*	-2	10	-0.6	-0.8	63*	3
COc1cc(CN(C)C(=O)C(=O)c2c[nH]c3ccccc23)ccc1O	-1	-3	-3	-4	-5	-2.2	1.0	3.0	-8	-7
CCOc1ccc(N/C=C/C(=O)c2ccccc2)cc1	-3	2	-8	-1	-2	-1.8	0.9	3.6	-5	8
COc1ccccc1C(=O)N=C1SC2CS(=O)(=O)CC2N1c1ccccc1 (centres undefined)	1	3	2	1	-2	0.4	-0.3	1.2	-1	0
CC(C)(C)NC(=O)NC(=O)COC(=O)c1ccc2c(c1)S(=O)(=O)N=C1CCCCCN12	4	-3	-7	0	-2	-1.7	0.6	0.6	-7	-4
c1coc(CNc2ncnc3sc4c(c23)CCCCC4)c1	5	0	3	-3	1	1.7	0.4	-0.7	-2	1
COc1ccc(NC(=O)CSc2nc(C)cs2)cc1	3	0	8	-1	-3	0.2	0.5	0.1	-6	0
Cc1nc2cc(O)ccc2n1C	-2	-2	-4	0	-11	-1.1	-1.0	0.4	3	-1
CC1(C)CC(=O)C2=C(C1)OC(N)=C([N+](=O)[O-])C2c1cccs1 (centres undefined)	-1	-3	-3	-6	-2	-0.3	0.4	0.2	-7	0
CCc1nc(NCCCCCO)c2nnn(Cc3ccccc3F)c2n1	-2	1	11	-3	1	0.9	0.2	0.2	-2	-4
Cc1ccc(CCNc2ccccc2)c[n+]1[O-]	-7	1	3	3	1	-0.1	-0.7	1.1	-4	12
Cc1c(OCC(=O)N2CCN(c3ccccc3)CC2)ccc2c3c(c(=O)oc12)CCCC3	7	9	-6	-3	0	5.4	1.0	0.7	-2	-4
COc1cc(OC)cc(C(=O)NNC(=O)C(CCC(N)=O)NS(=O)(=O)c2ccc(Cl)cc2)c1 (centres undefined)	-4	2	17	2	-1	-1.2	-0.4	-0.8	-1	-11
COc1ccc(OCCCCc2c(C)n[nH]c2C)cc1	3	1	-6	0	-5	-0.5	-0.7	-1.3	-10	8
COc1ccc(C)cc1NC(=O)COC(=O)c1c(-c2ccccc2)noc1C	1	-1	-1	-3	-2	1.3	-0.1	-0.8	nt	-1
CCOC(=O)C1=CCC(c2ccc(C)cc2)N(S(=O)(=O)c2ccc(C)cc2)C1 (centres undefined)	8	4	17	-5	-9	2.1	-1.2	0.7	nt	1

Arranged by molar mass (lowest first): 11 of the compounds above
SMILES	SUMO1 PPI mod	STEP block	CendR NRP1 mod	DNMT1 inh	MsrA act	LMPTP inh	Tb MetRS inh	MsrA inhibitor	Scp1 inh	E coli Lon inh
Nc1ccc(CCc2ccccn2)cc1	0	-2	-13	1	-1	-0.7	-0.2	0.0	1	-7
COc1ccc(-c2n[nH]c(=S)n2-c2ccc(C)cc2C)cc1	1	0	-9	-8	1	-0.9	0.0	-0.1	1	-1
Cc1nn(Cc2ccc(C(=O)n3cccn3)o2)c(C)c1Br	0	2	9	5	0	0.0	0.0	-0.6	0	8
CCc1nc(NCCCCCO)c2nnn(Cc3ccccc3F)c2n1	-2	1	11	-3	1	0.9	0.2	0.2	-2	-4
CCOC(=O)c1cnc2c(Cl)cccc2c1NCCN1CCOCC1	2	2	-1	11	-4	-1.9	-0.6	0.3	-16	0
O=C1C2C(c3ccccc3)CC=CC2[C@H](c2ccoc2)N1Cc1ccccc1 (some centres undefined)	6	0	-9	4	-9	-0.5	-0.4	0.0	-4	-6
COc1ccc(C2N(c3cc(Cl)ccc3OC)C(=O)C3CCCN32)cc1 (centres undefined)	-1	-1	2	-2	-2	0.1	0.0	0.7	0	2
NC(=S)n1[nH]c(-c2ccc([N+](=O)[O-])cc2)c(N=Nc2ccccc2[N+](=O)[O-])c1=O	5	7	-7	85*	-2	10	-0.6	-0.8	63*	3
O=C(CN1C(=O)NC(Cc2c[nH]c3ccccc23)C1=O)Nc1ccccc1C(F)(F)F (centres undefined)	-1	-1	-7	0	0	0.4	-0.8	-0.5	-1	-7
CCOc1cc(N2CCOCC2)c(OCC)cc1NC(=O)[C@H](C)N1C(=O)C2CC=CCC2C1=O (some centres undefined)	2	-2	-11	3	-2	-1.2	-0.1	-0.5	-1	2
O=S(=O)(Nc1cc(S(=O)(=O)N2CCOCC2)ccc1NCC1CCCO1)c1ccccc1F (centres undefined)	2	-1	18	2	-4	-1.1	-0.1	-0.4	-15	-12

The main list resumes, starting 2 compounds before the break.
SMILES	SUMO1 PPI mod	STEP block	CendR NRP1 mod	DNMT1 inh	MsrA act	LMPTP inh	Tb MetRS inh	MsrA inhibitor	Scp1 inh	E coli Lon inh
COc1ccc(C)cc1NC(=O)COC(=O)c1c(-c2ccccc2)noc1C	1	-1	-1	-3	-2	1.3	-0.1	-0.8	nt	-1
CCOC(=O)C1=CCC(c2ccc(C)cc2)N(S(=O)(=O)c2ccc(C)cc2)C1 (centres undefined)	8	4	17	-5	-9	2.1	-1.2	0.7	nt	1
CC1CC1C(=O)OCC(=O)Nc1cc(S(=O)(=O)N2CCCCC2)ccc1Cl (centres undefined)	0	-1	-8	0	-3	-0.3	-0.2	0.4	-8	-9
CC(CCc1ccco1)NC(=O)Cn1nc(Cc2ccncc2)c2ccccc2c1=O (centres undefined)	-2	2	-17	1	-6	0.8	-1.4	-0.1	-1	-10
CC(C)N(c1ccccc1)c1ccc(NC(=O)COC(=O)CCN2C(=O)c3cccc([N+](=O)[O-])c3C2=O)cc1	-15	-3	-4	5	-6	3.7	-0.1	0.0	-10	3
Cc1nnc(NC(=O)C2CC(=O)N(Cc3ccccc3)C2)s1 (centres undefined)	8	1	7	-1	-5	-1.1	-0.2	-0.4	-4	-10
O=C(COC(=O)c1ccc2c(c1)OCO2)Nc1cccc(F)c1	6	-1	-1	0	-2	-0.2	-0.1	1.0	-13	1
O=[N+]([O-])c1cc(C(F)(F)F)cc([N+](=O)[O-])c1NCCNC(=S)Nc1cccc(F)c1	-37	2	-7	-2	2	3.8	3.8	1.8	-19	1
COC(=O)C1=C(C(=O)OC)[C@@H]2Nc3ccccc3[C@@]23C[C@@H](C(=O)OC)N(C(=O)c2cc(C)oc2C)C3=N1	0	0	6	-3	-9	-2.6	-0.3	0.6	-6	9
CCN(CC(=O)Nc1ccccc1OC)C(=O)CN1C(=O)NC2(CCCC2)C1=O	2	-2	7	1	-1	-0.7	-0.2	0.4	-5	-6
Cc1nnc(SCC(=O)N2CCC(c3noc4ccc(F)cc34)CC2)s1	-1	0	-3	-5	-3	-2.2	0.3	-0.1	3	1
O=C(O)/C(=C\c1ccc(Cl)cc1)c1ccc(S(=O)(=O)N2CCCC2)s1	-3	0	0	7	-15	1.9	-0.7	0.4	35	-1
Cc1nn(CC(=O)Nc2ccc(F)cc2)c(=O)c2ccccc12	5	-1	7	0	-3	-0.3	-0.9	-1.7	-7	-9
NC(=O)CSc1nnnn1-c1ccc2c(c1)OCCO2	-2	-6	-5	2	-2	-1.6	-0.8	-0.4	-2	-1
Cc1ccccc1Cn1c(C)nc2ccccc21	2	4	7	-1	-4	2.7	-0.1	0.2	0	-1
Cc1ccc(S(=O)(=O)N(C)CC(=O)NCC(c2ccco2)N(C)C)cc1 (centres undefined)	1	0	3	-4	-2	-2.4	-0.4	0.7	-2	0
CCN(CC)S(=O)(=O)c1ccc(S(=O)(=O)Nc2ccc3c(c2)oc2ccccc23)cc1	7	-2	10	-21	0	5.1	0.5	0.4	-13	-1
CCOc1ccc(NC(=O)c2ccc(NS(=O)(=O)c3cccc4cccnc34)cc2)cc1	13	-3	2	-13	-6	2.0	-0.8	-0.5	-7	13

Bioassay records (PubChem)

Random draw from the library; about 4.3% have a hit in one of these screens.
